Screening data from PubChem BioAssay.
hcDAF-12 act = H. contortus DAF-12 nuclear receptor activators, primary screen, cell-based, luminescence, HEK293, lit1-tk-luc reporter; AID 652067, 2013; HEK293 hcDAF-12 lit1-tk-luc reporter; 0% DMSO, 100% Δ7-dafachronic acid; activation, % at 6.8 µM; hit rate 1.4% among 370,000;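 active = activation above the mean of all tested compounds plus 3 SD, cut at about 5.5% in these data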;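 note: 100% = response to 3 µM Δ7-dafachronic acid high control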
NR1D1 modulator = modulators of Rev-erb alpha DNA binding, primary screen, biochemical, FITC-DNA, fluorescence polarization, uHTS. Nuclear receptor subfamily 1 group D member 1 (Homo sapiens), P20393. Rev-erbα–FITC-DNA binding, 90 min. activity, % at 10 µM. hit rate 0.79% among 370,000. AID 1259318, 2017;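 active = activity above about 14%, limit read from the data; passing the limit was not always enough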;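 note: 0% = DMSO wells with 35 nM protein and 100% = DMSO wells with 750 nM protein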
FXN GAA850 act = FXN promoter activators, primary screen, cell-based, luciferase luminescence, HEK293 lucGAA850; HEK293 lucGAA850 FXN promoter luciferase reporter, 24 h; percent of 10 µM SAHA response; activation, % at 6 µM; hit rate 0.56% among 360,000; AID 540364, 2011;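 active = activation above the average of all compounds screened plus 3 SD, cutoff fixed separately per campaign, cut at about 7.5% in these data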;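 note: 0% = DMSO wells and 100% = 10 µM SAHA wells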
SMARCA2 act = SMARCA2 (BRM) function activators, primary screen, cell-based, luminescence, high throughput; MG213 cells, MMTV-luciferase reporter, dexamethasone, overnight; activation, % at 9.1 µM; hit rate 1% among 370,000; AID 652017, 2013; in the data active = activation above about 7.8%;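 note: 0% = vehicle wells and 100% = reference activator wells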
PLCb3 inh = human PLC-beta3 inhibitors, primary screen, biochemical, fluorescence; Purified PLC-beta3, fluorogenic substrate; inhibition, % at 12.2 µM; hit rate 0.18% among 370,000; AID 720704, 2013; in the data active = inhibition above about 11%;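 note: 0% = median of compound wells on plate and 100% = full blocker control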
PG9 binder = binders of HIV-1 gp120 antibody PG9, primary screen, biochemical, TR-FRET | HIV-1 gp120 / PG9 antibody interaction | TR-FRET gp120-PG9 antibody binding | inhibition, % at 6.7 µM | hit rate 0.43% among 360,000 | AID 624416, 2012; in the data active = inhibition above about 8.5%
DAX1 inh-1 = DAX1 (NR0B1) inhibitors on StAR promoter, primary screen, cell-based, luminescence, SF-1 (NR5A1), full-length DAX-1. HEK293T StAR-luciferase reporter, SF-1/DAX-1 repression relief. inhibition, % at 6.8 µM. hit rate 1.1% among 370,000. AID 652010, 2013;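 active = inhibition above the mean over all tested compounds plus 3 SD, cut at about 3.6% in these data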;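 note: 0% = DAX-1 cells with DMSO and 100% = cells lacking DAX-1 with DMSO; higher inhibition means more luminescence from relief of DAX-1 repression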
ssDAF-12 act = S. stercoralis DAF-12 nuclear receptor activators, primary screen, cell-based, luminescence, HEK293, GRIP1 co-expression, lit1-tk-luc. hit rate 1% among 370,000. HEK293 ssDAF-12/GRIP1 lit1-tk-luc reporter; % of 3 µM dafachronic acid response. activation, % at 6.8 µM;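 active = activation above the mean over all tested compounds plus 3 SD, cut at about 0.9% in these data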;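 note: 0% = DMSO-only wells and 100% = 3 µM delta7-dafachronic acid wells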
HGIII-sPLA2 inh = human group III sPLA2 inhibitors, primary screen, biochemical, QFRET, BODIPY PC-A2 liposome substrate; inhibition, % at 12.2 µM; Group 3 secretory phospholipase A2 (Homo sapiens), Q9NZ20; QFRET BODIPY PC-A2 liposome hydrolysis, fluorescence; AID 743126, 2013; hit rate 0.56% among 370,000;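 active = inhibition above mean plus 3 SD of compounds lying within the high and low control bounds, cut at about 19% in these data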;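 note: 0% = median of test compound wells and 100% = no enzyme DMSO wells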
Target sequence (Q9NZ20 whole entry, looked up): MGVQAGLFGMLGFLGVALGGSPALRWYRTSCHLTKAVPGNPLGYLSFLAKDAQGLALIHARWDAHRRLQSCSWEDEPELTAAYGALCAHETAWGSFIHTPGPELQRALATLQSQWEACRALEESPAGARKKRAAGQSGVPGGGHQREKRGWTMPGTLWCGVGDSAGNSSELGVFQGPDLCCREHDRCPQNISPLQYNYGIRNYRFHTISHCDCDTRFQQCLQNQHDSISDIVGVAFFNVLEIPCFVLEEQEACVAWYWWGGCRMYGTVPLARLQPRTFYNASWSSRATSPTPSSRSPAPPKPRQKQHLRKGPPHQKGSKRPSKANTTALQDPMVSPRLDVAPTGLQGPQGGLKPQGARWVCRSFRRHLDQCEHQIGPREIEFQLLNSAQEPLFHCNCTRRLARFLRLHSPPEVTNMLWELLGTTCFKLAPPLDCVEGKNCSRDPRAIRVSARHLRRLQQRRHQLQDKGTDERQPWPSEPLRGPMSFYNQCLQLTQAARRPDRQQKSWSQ
hgDAF-12 ag = H. glycines DAF-12 receptor agonists, primary screen, cell-based, luminescence, HEK293, GAL4 fusion, UAS-luciferase | HEK293 GAL4-hgDAF12 UAS-luciferase reporter, agonist luminescence; normalized to butyrate control | hit rate 1.8% among 370,000 | activation, % at 6.8 µM | Nuclear hormone receptor DAF-12 (Heterodera glycines), GAL4 fusion;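 active = activation above a cutoff set at the mean of all screened compounds plus 3 SD, cut at about 10% in these data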;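 note: 0% = DMSO wells and 100% = sodium butyrate wells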
DAX1 inh-2 = DAX1 (NR0B1) inhibitors, primary screen, cell-based, HEK293, Gal4-DAX1, luciferase luminescence. Nuclear receptor subfamily 0 group B member 1 (Homo sapiens), P51843. HEK293 Gal4-DAX1 luciferase reporter. inhibition, % at 6.75 µM. hit rate 0.99% among 340,000. AID 504766, 2011;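 active = inhibition above the mean over all tested compounds plus 3 SD, cut at about 4.2% in these data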;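 note: 0% = DAX1-transfected cells with DMSO and 100% = empty-vector control cells with DMSO; inhibition shows as a rise in luminescence from relieved DAX1 repression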
Target sequence (P51843 207-470 limits assumed): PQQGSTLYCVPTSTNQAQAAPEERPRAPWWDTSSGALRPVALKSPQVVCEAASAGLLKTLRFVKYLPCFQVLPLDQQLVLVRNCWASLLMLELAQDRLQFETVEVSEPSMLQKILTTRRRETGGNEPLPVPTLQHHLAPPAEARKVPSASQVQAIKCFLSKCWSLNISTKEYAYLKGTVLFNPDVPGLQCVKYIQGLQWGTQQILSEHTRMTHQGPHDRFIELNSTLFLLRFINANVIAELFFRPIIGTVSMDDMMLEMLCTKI
Starred values were filed as active, the others as inactive.

Results for CCOC(=O)[C@@H]1[C@H]2COc3ccccc3[C@@H]2N2C(=O)N(c3ccc(Cl)cc3)C(=O)[C@@]12C ?
hcDAF-12 act: 0.6; NR1D1 modulator: -7; FXN GAA850 act: 1.4; SMARCA2 act: -1; PLCb3 inh: 4; PG9 binder: -1.6; DAX1 inh-1: 0.4; ssDAF-12 act: -0.4; HGIII-sPLA2 inh: -4; hgDAF-12 ag: 2.8; DAX1 inh-2: 1.4

What do the screens show for `COc1ccc(CCNC(=O)c2ccc(CNS(=O)(=O)c3cccc(Cl)c3)cc2)cc1OC`?
hcDAF-12 act: -2.8; NR1D1 modulator: -3; FXN GAA850 act: -1.0; SMARCA2 act: -3; PLCb3 inh: -4; PG9 binder: 0.2; DAX1 inh-1: -1.0; ssDAF-12 act: -2.1; HGIII-sPLA2 inh: -14; hgDAF-12 ag: -1.2; DAX1 inh-2: -1.8

What do the screens show for `CCCCc1nc2cc(C(=O)N3CCNC(=O)C3)ccc2o1`?
hcDAF-12 act: 2.8; NR1D1 modulator: 0; FXN GAA850 act: 0.3; SMARCA2 act: -1; PLCb3 inh: -8; PG9 binder: 0.9; DAX1 inh-1: -0.3; ssDAF-12 act: -0.2; HGIII-sPLA2 inh: 8; hgDAF-12 ag: 1.6; DAX1 inh-2: 0.2

What do the screens show for `OCC1(Cc2ccccc2)CCN(CCCC2CCCC2)CC1`?
hcDAF-12 act: 0.8; NR1D1 modulator: 0; FXN GAA850 act: -1.8; SMARCA2 act: -4; PLCb3 inh: -2; PG9 binder: -1.9; DAX1 inh-1: 0.2; ssDAF-12 act: -0.7; HGIII-sPLA2 inh: -28; hgDAF-12 ag: -1.9; DAX1 inh-2: -0.1

Results for COc1ccc(N2CCN(C(=O)CC(C)S(=O)(=O)c3ccc4c(c3)NC(=O)CO4)CC2)cc1 (stereo unspecified) ?
hcDAF-12 act: -3.1; NR1D1 modulator: -1; FXN GAA850 act: -1.5; SMARCA2 act: -4; PLCb3 inh: -5; PG9 binder: -0.6; DAX1 inh-1: -4.2; ssDAF-12 act: -1.9; HGIII-sPLA2 inh: 6; hgDAF-12 ag: -5.3; DAX1 inh-2: -1.2

What do the screens show for `C=CCn1c(SCCCc2ccccc2)nc2c1c(=O)[nH]c(=O)n2C`?
hcDAF-12 act: -3.8; NR1D1 modulator: -2; FXN GAA850 act: 1.5; SMARCA2 act: 3; PLCb3 inh: -3; PG9 binder: -2.0; DAX1 inh-1: 0.0; ssDAF-12 act: -1.1; HGIII-sPLA2 inh: -2; hgDAF-12 ag: -4.0; DAX1 inh-2: -0.6

What do the screens show for `CCOCCSc1n[nH]c(=O)n1CCc1ccccc1`?
hcDAF-12 act: -1.7; NR1D1 modulator: -6; FXN GAA850 act: 1.8; SMARCA2 act: 2; PLCb3 inh: -7; PG9 binder: 0.6; DAX1 inh-1: -0.1; ssDAF-12 act: -1.5; HGIII-sPLA2 inh: -4; hgDAF-12 ag: 1.4; DAX1 inh-2: 0.7

How did CCOC(=O)C1=C(COC(=O)Cc2ccc(Br)cc2)NC(=O)NC1C (stereo unspecified) do in these assays?
hcDAF-12 act: 2.5; NR1D1 modulator: -3; FXN GAA850 act: 3.1; SMARCA2 act: 0; PLCb3 inh: -6; PG9 binder: -1.1; DAX1 inh-1: 0.4; ssDAF-12 act: -1.1; HGIII-sPLA2 inh: -7; hgDAF-12 ag: 2.5; DAX1 inh-2: 0.1

Results for C=CCOc1cccc(C2C(C(=O)c3ccc(C)o3)=C(O)C(=O)N2c2nccs2)c1 (stereo unspecified) ?
hcDAF-12 act: -0.2; NR1D1 modulator: 3; FXN GAA850 act: 1.0; SMARCA2 act: 0; PLCb3 inh: -73; PG9 binder: 6.5; DAX1 inh-1: -0.5; ssDAF-12 act: -0.9; HGIII-sPLA2 inh: -28; hgDAF-12 ag: -0.1; DAX1 inh-2: 0.7

How did CCOC(=O)CSc1nc2cccnc2n1-c1ccc(F)cc1 do in these assays?
hcDAF-12 act: -2.8; NR1D1 modulator: 4; FXN GAA850 act: 0.2; SMARCA2 act: 2; PLCb3 inh: 4; PG9 binder: -3.1; DAX1 inh-1: -0.3; ssDAF-12 act: -1.2; HGIII-sPLA2 inh: 1; hgDAF-12 ag: -1.1; DAX1 inh-2: -0.8

Results for C/C(CC(=O)Nc1ccc2ccccc2c1)=N\NC(=O)c1ccc(O)c(O)c1 ?
hcDAF-12 act: 3.5; NR1D1 modulator: -2; FXN GAA850 act: 1.1; SMARCA2 act: -1; PLCb3 inh: -8; PG9 binder: -2.2; DAX1 inh-1: 0.2; ssDAF-12 act: -0.4; HGIII-sPLA2 inh: -7; hgDAF-12 ag: 1.9; DAX1 inh-2: -0.2

Results for O=C(NC(c1ccccc1)c1c(O)ccc2ccccc12)c1ccccc1Cl (stereo unspecified) ?
hcDAF-12 act: -1.0; NR1D1 modulator: -7; FXN GAA850 act: -1.7; SMARCA2 act: 1; PLCb3 inh: 1; PG9 binder: -0.4; DAX1 inh-1: 0.6; ssDAF-12 act: -1.6; HGIII-sPLA2 inh: -42; hgDAF-12 ag: -2.0; DAX1 inh-2: -0.5

What do the screens show for `NC(=O)Cn1nnc(-c2ccccc2NC(=O)c2cnccn2)n1`?
hcDAF-12 act: 0.0; NR1D1 modulator: 0; FXN GAA850 act: 0.9; SMARCA2 act: -1; PLCb3 inh: 0; PG9 binder: 0.4; DAX1 inh-1: -0.8; ssDAF-12 act: -1.3; HGIII-sPLA2 inh: 0; hgDAF-12 ag: 0.2; DAX1 inh-2: -0.1

Results for O=C(NC(=S)Nc1ccc([N+](=O)[O-])cc1O)C1CCCCC1 ?
hcDAF-12 act: 1.4; NR1D1 modulator: 4; FXN GAA850 act: 4.3; SMARCA2 act: -2; PLCb3 inh: -9; PG9 binder: 0.5; DAX1 inh-1: 3.5; ssDAF-12 act: -1.2; HGIII-sPLA2 inh: 4; hgDAF-12 ag: -3.9; DAX1 inh-2: 0.6

What do the screens show for `COCCNC(=O)C(c1cccs1)N(Cc1cccs1)C(=O)Cn1nnc2ccccc21` (stereo unspecified)?
hcDAF-12 act: -0.9; NR1D1 modulator: 4; FXN GAA850 act: -1.5; SMARCA2 act: 2; PLCb3 inh: -3; PG9 binder: 0.3; DAX1 inh-1: 0.1; ssDAF-12 act: -0.4; HGIII-sPLA2 inh: -9; hgDAF-12 ag: -1.8; DAX1 inh-2: -0.4

What do the screens show for `Cc1ccccc1C(=O)Oc1cccc(Nc2ncnc3ccccc23)c1`?
hcDAF-12 act: -2.6; NR1D1 modulator: -2; FXN GAA850 act: -3.8; SMARCA2 act: -2; PLCb3 inh: -151; PG9 binder: -2.9; DAX1 inh-1: -2.2; ssDAF-12 act: -1.9; HGIII-sPLA2 inh: -12; hgDAF-12 ag: -3.7; DAX1 inh-2: -2.9

Results for Cc1ccc(SCc2[nH]nc3c2C2(C(=O)N(C)c4ccccc42)C(C#N)=C(N)O3)cc1 (stereo unspecified) ?
hcDAF-12 act: -0.8; NR1D1 modulator: -4; FXN GAA850 act: 1.9; SMARCA2 act: -3; PLCb3 inh: 1; PG9 binder: 1.5; DAX1 inh-1: -0.6; ssDAF-12 act: -1.0; HGIII-sPLA2 inh: -25; hgDAF-12 ag: 1.9; DAX1 inh-2: -0.9

How did Cc1cccc(N2CCN(C(=O)c3ccc4c(c3)c(C)c(C)n4C)CC2C)c1 (stereo unspecified) do in these assays?
hcDAF-12 act: -2.0; NR1D1 modulator: 7; FXN GAA850 act: -0.4; SMARCA2 act: 0; PLCb3 inh: -24; PG9 binder: -2.7; DAX1 inh-1: 0.6; ssDAF-12 act: -1.2; HGIII-sPLA2 inh: -29; hgDAF-12 ag: -1.6; DAX1 inh-2: 0.3

How did Cc1ccc(C2CC(c3ccc(Cl)cc3)=NNC2=O)cc1 (stereo unspecified) do in these assays?
hcDAF-12 act: -2.6; NR1D1 modulator: -1; FXN GAA850 act: 0.1; SMARCA2 act: 0; PLCb3 inh: 2; PG9 binder: -1.5; DAX1 inh-1: -0.9; ssDAF-12 act: -1.4; HGIII-sPLA2 inh: 1; hgDAF-12 ag: 0.5; DAX1 inh-2: -0.4

What do the screens show for `C/C(=N\Nc1nccnc1Cl)c1c(F)c(F)c(F)c(F)c1F`?
hcDAF-12 act: 0.6; NR1D1 modulator: 3; FXN GAA850 act: 3.3; SMARCA2 act: -1; PLCb3 inh: 3; PG9 binder: -0.9; DAX1 inh-1: 0.7; ssDAF-12 act: -2.0; HGIII-sPLA2 inh: 8; hgDAF-12 ag: -0.1; DAX1 inh-2: -1.3

What do the screens show for `COC(=O)[C@@]1(Cc2ccccc2)[C@H]2C(=O)N(Cc3ccccc3)C(=O)[C@H]2[C@H]2CN=C(SCC3CC3)N21`?
hcDAF-12 act: 1.2; NR1D1 modulator: -9; FXN GAA850 act: 0.2; SMARCA2 act: -3; PLCb3 inh: 2; PG9 binder: 0.7; DAX1 inh-1: -1.1; ssDAF-12 act: -0.7; HGIII-sPLA2 inh: -9; hgDAF-12 ag: -0.1; DAX1 inh-2: -0.4

Results for COc1ccnc(N=CNOCc2cccc(C(F)(F)F)c2)c1C#N ?
hcDAF-12 act: -0.8; NR1D1 modulator: -4; FXN GAA850 act: 3.0; SMARCA2 act: -2; PLCb3 inh: 0; PG9 binder: -0.1; DAX1 inh-1: -0.5; ssDAF-12 act: -1.3; HGIII-sPLA2 inh: -11; hgDAF-12 ag: -0.7; DAX1 inh-2: 0.1
